Compound activity deposited in PubChem BioAssay by National Center for Advancing Translational Sciences (NCATS).
Tb PFK block – blocks T. brucei phosphofructokinase; Potency, µM (series often up to 57.5 µM), inactives show top-dose activity, negative = inhibition, actives largely listed as inhibitors; T. brucei PFK, ADP-Glo luminescence; O15648; AID 485367; hit rate 0.17% among 330,000;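 note: potency is the fitted concentration of half-maximal effect; 0% = uninhibited 1x PFK enzyme wells and -100% = no-enzyme wells; nearly all actives have a fitted effect of over 60% in size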
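1.25 nM PFK with 0.5 mM F6P and 0.1 mM ATP in 0.1 M TEA pH 8.0, 5 mM MgCl2, incubated 45 min at room temperature; ADP measured by ADP-Glo luminescence; compounds titrated up to 57 uM.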
Eya2 inh – blocks the phosphatase activity of human Eya2. O00167. recombinant Eya2, OMFP fluorescence dephosphorylation (OMFP is methylfluorescein phosphate). Potency, µM (titrated, usually from 76.9 µM), inactives show at the highest dose activity, negative = inhibition, usual class: inhibitors. hit rate 0.006% among 330,000. AID 488837; note: potency is the fitted concentration of half-maximal effect; % is set by controls: 0 for no effect and ±100 for the full control effect
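Eya2 protein (added as 0.2 uM solution) was preincubated with compound for 10 min at ambient temperature in 50 mM HEPES pH 7.5, 50 mM NaCl, 5 uM MgCl2, 0.05% BSA, 1 mM DTT. OMFP (added at 50 uM) then reacted 10 min; fluorescence read at 485/525 nm.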
ASM inhibitor – human S-ASM enzyme inhibition; hit rate 0.006% among 340,000; Potency, µM (series often up to 57.5 µM), for the others: at the highest dose activity change, negative = inhibition, actives largely listed as inhibitors; placental ASM, HMU-PC fluorogenic substrate, 60 min; AID 504937; P17405; note: potency is the fitted concentration of half-maximal effect
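Fluorogenic HMU-PC substrate (9 uM final) is turned over by placental ASM in 60 min at 37 C after a 10 min compound preincubation. Reaction ended by alkaline stop (pH 10), with fluorescence read at 386/447 nm.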
Integrin act MD – activators of alpha7 integrin expression for muscular dystrophy; alpha7betagal myoblasts, beta-gal FDG fluorescence, 48 h; Potency, µM (titrated, usually from 38.3 µM), inactives show top-dose activation, hits mostly activators; hit rate 0.064% among 350,000; AID 624291;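 note: potency is the fitted concentration of half-maximal effect; 100% = response of the positive control SU9516; nearly all actives have a fitted effect of over 60% in size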
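Alpha7betagal+/- myoblasts (passage 13) were plated 16-24 hr, then exposed to compounds (1:260 dilution of DMSO stock) for 48 hours at 37C. After MPER lysis, β-galactosidase reporter activity was read as FDG fluorescence (ex 480/em 540) after 30 minutes.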
A-T KAP1 phos – candidate therapy for ataxia-telangiectasia; hit rate 0.19% among 320,000; Potency, µM (series often up to 57.5 µM), without a hit: at the highest dose activation, hits mostly activators; […] A-T fibroblasts, KAP-1 phosphorylation AlphaLISA; neocarzinostatin DNA damage 30 min before lysis; note: potency is the fitted concentration of half-maximal effect; % of control where 0% means no effect; nearly all actives have a fitted effect of over 45% in size
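hTERT-immortalized A-T patient fibroblasts ([…]), 500 cells/well in OPTI-MEM, 1% FBS, got compounds for 60 min, then NCS for 30 min at 37C. Lysates were then assayed for phospho-KAP-1 by AlphaLISA (anti-pKAP1 donor, anti-KAP1 acceptor beads), 6 hr at 25C.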
ELG1 repair inh – ELG1-dependent DNA repair inhibition | Potency, µM (top dose mostly 46.1 µM), for the others: at the highest dose activity change, negative = inhibition, most hits filed as inhibitors | hit rate 2.3% among 330,000 | HEK293T ELG1-luciferase reporter, luminescence, 16 h; DNA damage induced by 5-fluorouridine | AID 504467; note: potency is the fitted concentration of half-maximal effect; % is set by controls: 0 for no effect and ±100 for the full control effect; nearly all actives have a fitted effect of over 55% in size
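HEK293T cells expressing luciferase-tagged ELG1 (2,000/well) received 5-Fluorouridine plus compound or DMSO for 16 hr at 37 °C. Luciferase was read by ONE-Glo luminescence after 30 min at room temperature.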
TSG101-PTAP inh – blocks PTAP/TSG101 interaction to inhibit HIV-1 budding; 340,000 tested, under 10 active; Fluorescence polarization, FITC-PTAP peptide / Tsg101 binding; Q99816; Potency, µM (top dose mostly 115 µM), without a hit: at the top dose activity change, negative = inhibition, hits mostly inhibitors; active = well fitted inhibition curve with a large enough effect in the main read-out, with a control signal flat, not every such curve was filed as active; inconclusive = small, poorly fitted or top-dose-only effect, or effect the other way, or a change in a side signal; inactive = no such curve, though single readings can be large or run the other way; note: potency is the fitted concentration of half-maximal effect; % of control where 0% means no effect
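Fluorescence anisotropy tracks displacement of a FITC-tagged PTAP peptide (50 nM) from the Tsg101 binding domain (10 uM), following a 20 min room-temperature incubation at pH 7.5.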
Mito fusion yeast – blocks mitochondrial division or promotes mitochondrial fusion | hit rate 0.23% among 320,000 | Potency, µM (highest dose often 46.1 µM), for inactives: at the highest dose growth rescue (activation), most hits filed as activators | S. cerevisiae fusion-defective mutant growth rescue, CellTiterGlo 48 h;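 note: potency is the fitted concentration of half-maximal effect; % of control where 0% means no effect; nearly all actives have a fitted effect of over 45% in size; temperature-sensitive fusion mutants such as fzo1-1 at 37 °C on non-fermentable ethanol glycerol medium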
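Luminescent cell viability in 1536-well qHTS format served as the measure of rescued growth in ts fusion-mutant S. cerevisiae cultured on non-fermentable YPEG for 48 hours at 37C.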
TSHR antagonist – antagonists of human thyroid stimulating hormone receptor. AID 504810. activity change, negative = inhibition, % at 11.5 µM. TSHR-expressing cells, TSH-stimulated cAMP HTRF, 2 h; stronger effect = lower value. hit rate 0.2% among 330,000. P16473;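 active = activity change below a set negative limit, meaning inhibition stronger than a set level, cut at about -70% in these data; inconclusive = activity change between two set negative limits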; note: % is set by controls: 0 for no effect and ±100 for the full control effect
Target sequence (P16473 whole entry, looked up): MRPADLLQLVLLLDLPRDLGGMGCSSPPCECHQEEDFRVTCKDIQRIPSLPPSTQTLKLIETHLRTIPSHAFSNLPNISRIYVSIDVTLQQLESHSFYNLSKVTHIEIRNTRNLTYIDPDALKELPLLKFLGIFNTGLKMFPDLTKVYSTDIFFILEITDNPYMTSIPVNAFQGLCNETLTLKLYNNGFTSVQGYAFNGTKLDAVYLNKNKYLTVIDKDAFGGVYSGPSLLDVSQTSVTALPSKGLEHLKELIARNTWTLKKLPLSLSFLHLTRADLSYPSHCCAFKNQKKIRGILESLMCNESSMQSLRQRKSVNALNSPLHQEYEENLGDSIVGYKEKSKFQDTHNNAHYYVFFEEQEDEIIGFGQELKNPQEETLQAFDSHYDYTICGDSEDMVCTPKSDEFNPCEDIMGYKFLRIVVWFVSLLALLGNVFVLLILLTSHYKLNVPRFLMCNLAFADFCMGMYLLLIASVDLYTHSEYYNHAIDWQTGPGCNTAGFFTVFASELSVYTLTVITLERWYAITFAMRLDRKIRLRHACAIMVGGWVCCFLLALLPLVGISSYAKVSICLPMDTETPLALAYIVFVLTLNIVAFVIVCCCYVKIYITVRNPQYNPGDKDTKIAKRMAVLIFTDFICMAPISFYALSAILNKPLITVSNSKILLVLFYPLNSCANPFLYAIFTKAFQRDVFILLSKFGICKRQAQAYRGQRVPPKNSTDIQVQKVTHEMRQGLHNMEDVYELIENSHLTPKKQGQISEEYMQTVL
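Read-out is FRET at 665 nm (cryptate excitation 337 nm) from a cryptate-tagged anti-cAMP antibody, competed by cell cAMP against cAMP-d2. Compounds are tested on freshly harvested TSHR cells challenged with 4nM TSH (EC80) for 2 hours at 37 deg C.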
Chronic BCR inh – blocks chronic active B-cell receptor signaling. ABC-DLBCL IkBa-CBG/CBR reporter, luminescence ratio, 4 h. Potency, µM (doses to about 46.1 µM), for the others: at the top dose ratio change, negative = lower green/red ratio, hits mostly inhibitors. hit rate 0.05% among 340,000. AID 493014; active = well fitted inhibition curve with a large enough effect in the signal ratio, with a control signal flat, not every such curve was filed as active; inconclusive = small, poorly fitted or top-dose-only effect, or effect the other way, or a change in a side signal; the % refers to the signal ratio;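 note: potency is the fitted concentration of half-maximal effect; plate controls were basal doxycycline-induced cells for no effect and cells given 10 µM MG132 for full effect; MG132 reads +100%, hits lower the ratio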
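Compounds up to 46 uM were incubated four hours with TMD8 cells whose green CBG68 luciferase is fused to IkappaBalpha; red CBR luminescence normalised the signal, and concentration-effect curves were fitted to fusion, red and ratio data.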
TCR activator – T cell receptor activation; primary human leukocytes, anti-CD3, IL-2 HTRF, 48 h; Potency, µM (top dose mostly 9.22 µM), for the others: at the highest dose activation of IL-2 secretion, actives largely listed as activators; 330,000 tested, under 10 active; AID 504894; note: % of control where 0% means no effect
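HTRF read-out of IL-2 secretion: europium cryptate donor excited at 320nm, d2 acceptor emission at 665nm. Cells were primary human leukocytes incubated 48 hr with compounds and a-CD3 beads, supplying TCR signal only.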
* = called active by the depositor; ? = inconclusive; . = no result given; [ ] = dose if it differs, or a comment. Unless noted, calls come from the whole dose curve; as a rule, active = well fitted curve in the direction sought with a large enough effect; inconclusive = small, poorly fitted or top-dose-only effect, or another doubt; inactive = no such curve, though single readings can be large; an effect the other way counts as inactive or inconclusive.

Molecule,Tb PFK block,Eya2 inh,ASM inhibitor,Integrin act MD,A-T KAP1 phos,ELG1 repair inh,TSG101-PTAP inh,Mito fusion yeast,TSHR antagonist,Chronic BCR inh,TCR activator
O=C(c1ccncc1)N1c2ccccc2Sc2ccccc21,0%,15%,-2%,-34%,4%,?,-2%,-3%,5,?,-5%
O=C1CCN(C(=O)CSc2ccc(Cl)cc2)N1,1%,0%,1%,17%,-2%,-18%,0%,12%,-5,2%,-2%
COc1ccc(CN2CCNC(=O)C2CC(=O)NC2CCCCCC2)cc1C (centres undefined),0%,-12%,4%,-22%,-5%,?,-5%,16%,6,-8%,4%
CC1CCCCN1S(=O)(=O)c1ccc(S(=O)(=O)NCCc2ccncc2)cc1 (centres undefined),3%,5%,5%,14%,1%,-17%,-9%,-1%,9,-11%,2%[46.1 µM]
C=C(C)C1CC=C(C)/C(=N/NC(=O)COc2ccccc2Cl)C1 (centres undefined),-2%,-11%,1%,39%,4%,?,-1%,?,-10,-1%,2%[46.1 µM]
COc1cccc(N2CCN(CC(=O)NC(=O)NCc3ccco3)CC2)c1,12%,7%,0%,-8%,-3%,9%,-3%,5%,2,2%,-2%
COCCNC(=O)c1cccc(NS(=O)(=O)c2cccc3cccnc23)c1,-6%,3%,4%,-6%,8%,-5%,1%,4%,24,3%,1%[46.1 µM]
Cn1c(=NC(=O)CS(=O)(=O)c2ccccc2)sc2cc([N+](=O)[O-])ccc21,0%,-12%,-5%,4%,8%,-8%,-3%,10%,-3,15%,-4%
CCC(CC)C(=O)NCc1ccccc1Cl,-2%,6%,3%,11%,6%,3%,-2%,3%,10,-2%,-6%
Cn1nc(C(=O)Nc2nc(-c3ccc(F)cc3)cs2)ccc1=O,3%,?,0%,0%,-4%,?,1%,-1%,7,6%,6%
Cc1nnc(-c2ccccc2)c(=O)n1/N=C/c1c(O)ccc2ccccc12,6%,?,?,22%,11%,?,2%,0%,-16,?,-1%
O=C(NCCN1CCN(C(=O)NC2CCCCC2)CC1)NC1CCCCC1,-2%,-10%,4%,24%,-2%,-4%,1%,-5%,-1,5%,-2%

Carrying on.
Molecule,Tb PFK block,Eya2 inh,ASM inhibitor,Integrin act MD,A-T KAP1 phos,ELG1 repair inh,TSG101-PTAP inh,Mito fusion yeast,TSHR antagonist,Chronic BCR inh,TCR activator
O=c1[nH]c(N/N=C/c2ccccc2)nc2ccccc12,1%,-8%,.,9%[7.66 µM],-6%,?,-8%,5%,-10,?,.
CSC1=N/C(=C\c2ccc(F)cc2)C(=O)S1,-11%,-18%,-2%,-12%,-4%,12%,2%,0%,3,?,1%
O=c1[nH]c2ccccc2n2cnnc12,2%,-1%,-3%,-5%,16%,-11%,-3%,-2%,0,-2%,-4%
COc1ccccc1NC(CC(=O)c1ccccc1)C(=O)OCC(=O)c1ccc(C)cc1 (centres undefined),-14%,1%,-1%,-18%,-2%,?,-5%,3%,-10,?,2%[46.1 µM]
O=C(NCc1ccco1)C1CCCN(S(=O)(=O)c2ccccc2)C1 (centres undefined),6%,-5%,-2%,2%,2%,-5%,1%,2%,13,8%,0%
COc1cccc(C(=O)Nc2ccc3ccccc3c2)c1,-2%,-4%,0%,14%,2%,?,-4%,4%,5,?,5%
COc1ccc(-n2nc(C(=O)NCC(=O)NCCCN3CCCCCC3)c3ccccc3c2=O)cc1Cl,?,0%,9%,-37%,1%,8%,0%,10%,-9,6%,-1%
COc1cccc(NC(=O)COc2cccnc2[N+](=O)[O-])c1,-2%,7%,7%,12%,9%,?,-5%,.,-15,1%,-2%
CCc1nc(C)ccc1OCC(=O)O,-3%,8%,2%,10%,-3%,?,-1%,-9%,0,?,-7%
Cc1ccc(S(=O)(=O)N[C@@H](Cc2ccccc2)C(=O)N2CCC(C(=O)N[C@@H](CCC(N)=O)C(=O)O)CC2)cc1,7%,9%,2%,-16%,9%,-3%,-1%,-2%,1,1%,12%
COc1cc(C(=O)NCCCN2CCCC2=O)ccc1OCc1ccc(Cl)cc1Cl,0%,-21%,-11%,-27%,4%,?,-5%,6%,-28,-19%,6%
O=C(O)c1sccc1S(=O)(=O)c1ccccc1,-3%,1%,2%,25%,-2%,-5%,-5%,2%,-4,4%,1%

(further entries)
Molecule,Tb PFK block,Eya2 inh,ASM inhibitor,Integrin act MD,A-T KAP1 phos,ELG1 repair inh,TSG101-PTAP inh,Mito fusion yeast,TSHR antagonist,Chronic BCR inh,TCR activator
O=C(O)c1cccnc1SC1CC(=O)N(c2ccc(OC(F)F)cc2)C1=O (centres undefined),1%,-1%,2%,22%,45%,1%,-6%,-12%,10,?,-8%
CCOC(=O)C1CCCN(CCC(=O)Nc2ccccc2C)C1 (centres undefined),-23%,-15%,4%,?,1%[11.5 µM],-1%,-8%,9%,36,-3%,13%
COc1ccc(NC2CCCN(C(=O)C3(C)CCCCC3)C2)cc1 (centres undefined),0%,13%,0%,-9%,-3%,1%,-3%,3%,-3,-4%,-7%
CCCn1nc(C(=O)NNC(=O)c2ccc(C)c(C)c2)c2ccccc2c1=O,-2%,6%,-2%,-9%,-1%,?,-4%,.,-10,1%,12%[46.1 µM]
COc1cc(C(=S)N2CCCC2)ccc1OCC(N)=O,0%,-16%,9%,23%,16%,?,0%,2%,2,-7%,.
CC(=O)Nc1ccc2nc3c(=O)n(C)c(=O)n(C)c3nc2c1,-20%,17%,307%[activator],34%,-4%,0%,-26%,-3%,-7,2%,7%
CCCCn1nc2cc(C(=O)NCC34CC5CC(CC(C5)C3)C4)ccc2c1OCC,-2%,-9%,24%,-21%,-3%,?,-4%,11%,0,-5%,2%
CCc1ccc(-n2c(=O)c3ccccc3n3c(=S)[nH]nc23)cc1,?,-5%,-2%,-7%,-11%,-3%,0%,13%,-9,2%,2%
COC(C[C@@H](O)CC(=O)[C@H](C)OCc1ccccc1)OC,-4%,8%,4%,44%,-26%,16%,2%,28%,0,-2%,10%
O=c1c2c3c(sc2nc2n1CCC2)CCCC3,1%,5%,0%,-10%,17%,21%,-11%,16%,6,?,-7%
CCOc1ccc(NC(=O)C2CCN(c3nnnn3-c3ccccc3)CC2)cc1,0%,-4%,-1%,10%,.,?,-8%,0%,2,?,0%[46.1 µM]
CCN(C(=O)c1c(OC)cccc1OC)c1nnc(-c2cccnc2)s1,-4%,-2%,2%,-5%,-2%,3%,-1%,-1%,-3,-10%,-1%[46.1 µM]

The listing continues.
Molecule,Tb PFK block,Eya2 inh,ASM inhibitor,Integrin act MD,A-T KAP1 phos,ELG1 repair inh,TSG101-PTAP inh,Mito fusion yeast,TSHR antagonist,Chronic BCR inh,TCR activator
CC(=O)c1cccc(NC(=O)CCS(=O)(=O)c2cccc3nsnc23)c1,-10%,-9%,3%,-3%,-3%,1%,-1%,0%,-1,-7%,.
O=C(CSc1ccc(-c2ccccn2)nn1)Nc1nccs1,4%,8%,2%,-23%,1%,0%,-2%,2%,8,?,8%
O=c1[nH]c2ccccc2nc1-c1ccc(Cl)cc1,1%,-1%,436%[activator],-11%,10%,?,-1%,2%,-5,?,2%
CC(NC(=O)CSC(=S)N(C)C)C12CC3CC(CC(C3)C1)C2 (centres undefined),5%,-15%,-1%,22%,4%,6%,1%,13%,-3,10%,-4%[46.1 µM]
Cc1cc(C)cc(N(CC(=O)Nc2cccc(C)c2C)S(=O)(=O)c2c(C)[nH]c(=O)[nH]c2=O)c1,-5%,0%,.,-19%,.,19%,-5%,1%,-1,3%,-1%
CC(C)Sc1nc(O)c(Cc2ccccc2)c(=O)[nH]1,-5%,-1%,1%,9%,-5%,2%,-3%,-2%,9,1%,-4%
